Tau fibril FP: tau fibrillization inhibition (FP) | Potency, µM (titrated, usually from 57.7 µM), for the others: at the highest dose activity, negative = inhibition, actives largely listed as inhibitors | 0.39% of 280,000 active | K18 P301L tau heparin fibrillization, Alexa594 FP, 6 h | P10636; also: nearly all actives have a fitted effect of over 55% in size
Target sequence (P10636 561-689 P618L limits assumed): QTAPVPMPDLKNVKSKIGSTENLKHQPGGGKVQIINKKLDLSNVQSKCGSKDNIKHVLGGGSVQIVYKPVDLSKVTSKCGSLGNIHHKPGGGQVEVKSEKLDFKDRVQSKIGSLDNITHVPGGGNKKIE
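Quantitative HTS format: compounds meet 15 uM recombinant K18 P301L tau and Alexa 594-tau tracer in 100 mM sodium acetate pH 7; 20 uM heparin triggers fibrillization at 37 C over 6 hr; FP gives the signal.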
TRb SRC2 PPI: TRbeta-SRC2 interaction inhibition; Potency, µM (highest dose often 106 µM), without a hit: at the highest dose activity change, negative = inhibition, most hits filed as inhibitors; TRbeta-SRC2 peptide binding, fluorescence polarization; receptor liganded with 1 µM T3; AID 1469; 0.065% of 280,000 active; P10828;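 also: plate controls were bound peptide for no effect and peptide without receptor for full effect; nearly all actives have a fitted effect of over 50% in size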
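Polarization signal, normalized between peptide-alone and full complex controls, measured compound effects on T3-liganded human TRb LBD (0.6 uM) binding 20 nM Texas Red SRC2 peptide after 5 hr.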
L3MBTL1 block: L3MBTL1 (human) inhibition | AlphaScreen L3MBTL1–H3K9me1 peptide binding | Potency, µM (titrated, usually from 57.1 µM), for the others: at the top dose activity, negative = inhibition, actives largely listed as inhibitors | 0.66% of 230,000 active | AID 485360; also: nearly all actives have a fitted effect of over 60% in size
Target sequence (Q9Y468 whole entry, looked up): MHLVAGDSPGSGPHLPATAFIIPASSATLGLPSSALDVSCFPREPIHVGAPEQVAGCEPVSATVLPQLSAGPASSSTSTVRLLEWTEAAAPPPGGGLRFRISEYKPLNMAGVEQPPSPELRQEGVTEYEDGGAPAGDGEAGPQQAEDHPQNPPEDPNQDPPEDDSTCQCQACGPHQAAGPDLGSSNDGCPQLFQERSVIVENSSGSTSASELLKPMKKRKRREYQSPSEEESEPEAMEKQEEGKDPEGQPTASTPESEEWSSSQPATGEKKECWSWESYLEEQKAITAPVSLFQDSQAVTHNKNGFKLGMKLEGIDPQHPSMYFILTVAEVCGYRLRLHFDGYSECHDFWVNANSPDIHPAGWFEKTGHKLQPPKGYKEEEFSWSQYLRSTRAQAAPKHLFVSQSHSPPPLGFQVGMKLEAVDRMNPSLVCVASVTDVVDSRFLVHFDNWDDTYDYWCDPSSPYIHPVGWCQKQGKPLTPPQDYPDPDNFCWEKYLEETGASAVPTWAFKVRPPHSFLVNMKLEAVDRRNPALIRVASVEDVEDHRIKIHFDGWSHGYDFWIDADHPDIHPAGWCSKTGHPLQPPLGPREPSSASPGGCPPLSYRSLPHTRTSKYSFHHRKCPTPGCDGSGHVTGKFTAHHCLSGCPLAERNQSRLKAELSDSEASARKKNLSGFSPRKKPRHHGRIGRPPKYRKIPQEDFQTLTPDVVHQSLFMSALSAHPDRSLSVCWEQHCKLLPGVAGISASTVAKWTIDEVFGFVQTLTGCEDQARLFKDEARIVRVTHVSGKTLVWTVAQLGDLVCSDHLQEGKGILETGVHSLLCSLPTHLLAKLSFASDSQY
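Read-out is AlphaScreen signal from streptavidin donor and nickel chelate acceptor beads (10 ug/mL final each) bridging L3MBTL1 (50 nM) and biotinylated K9-monomethylated H3(1-15) peptide (75 nM), after 30 min compound exposure at room temperature.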
ALDH1A1 inh: blocks purified human ALDH1A1 activity; Potency, µM (series often up to 75.3 µM), without a hit: at the highest dose activity, negative = inhibition, usual class: inhibitors; 7.3% of 220,000 active; P00352; Purified ALDH1A1, NADH fluorescence, propionaldehyde substrate; AID 1030; active = well fitted inhibition curve with a large enough effect, not every such curve was filed as active; inconclusive = small, poorly fitted or top-dose-only effect, or another doubt; inactive = no such curve, though single readings can be large or run the other way;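 also: plate controls were no enzyme wells and a reference inhibitor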
TexasRed fluor: counter-screen for TRb-SRC2 inhibitors: fluorescence interference. TRb/SRC2 Texas Red total fluorescence interference. Potency, µM (titrated, usually from 106 µM), for the others: at the top dose fluorescence change, negative = quenching. 0.29% of 280,000 active. AID 1479; active = well fitted curve in either direction with a large enough effect; inconclusive = small, poorly fitted or top-dose-only effect
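Human TRb ligand-binding domain at 0.6 uM with 20 nM Texas Red SRC2 peptide in Tris buffer containing 1 uM T3 and 5% DMSO, incubated with compound 5 h at ambient temperature. Total fluorescence (555/632 nm) calculated as parallel + 2 × perpendicular.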
Tau fluor counter: counter-screen for tau fibril formation inhibitors | Potency, µM (series often up to 57.7 µM), without a hit: at the top dose activity change, negative = decrease | tau K18 P301L Alexa594 fluorescence, heparin fibrillization | 0.93% of 280,000 active; also: nearly all actives have a fitted effect of over 55% in size
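Human K18 P301L tau (15 uM unlabeled plus 0.24 uM Alexa 594-labeled, final) in 100 mM sodium acetate pH 7 was mixed with compound and 20 uM heparin and incubated 6 hr at 37 C.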
Tau fibril ThT: tau fibrillization inhibition (ThT binding) | P10636 | recombinant tau K18 P301L (four-repeat tau fragment), heparin-induced fibrillization, ThT fluorescence | Potency, µM (highest dose often 57.4 µM), inactives show at the highest dose activity, negative = inhibition, usual class: inhibitors | 2.1% of 270,000 active | AID 1460; also: nearly all actives have a fitted effect of over 55% in size
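Heparin-induced (20 uM) aggregation of recombinant human K18 P301L tau, 15 uM unlabeled with 0.24 uM labeled, pH 7 acetate buffer, 6 hr at 37 C with compound. Fibrils quantified by 30 uM ThT fluorescence after 1 hr ambient incubation.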
GLA spleen mod: inhibits or activates alpha-galactosidase in human spleen homogenate | 0.008% of 240,000 active | Potency, µM (titrated, usually from 80 µM), inactives show at the top dose activity change, negative = inhibition, usual class: inhibitors | human spleen homogenate, 4MU-alpha-Gal fluorescence, 40 min;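 also: 0% = enzyme with vehicle and -100% = no enzyme basal signal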
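qHTS titration in buffer at pH 5.0. Alpha-galactosidase activity in spleen homogenate was measured via 4-methylumbelliferone release from 1 mM fluorogenic substrate after 40 min at 37C and a pH 10 stop. AC50 came from Hill fits of control-normalized data.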
Active calls of the source: *; ? = inconclusive; · = not tested or not shown; [ ] = remark or other dose. Unless noted, calls follow the shape of the dose curve; as a rule, active = well fitted curve in the direction sought with a large enough effect; inconclusive = small, poorly fitted or top-dose-only effect, or another doubt; inactive = no such curve, though single readings can be large; an effect the other way counts as inactive or inconclusive. Unless noted, % is scaled to controls: 0 for no effect and ±100 for the full control effect; potency is read from the fitted curve at half-maximal effect. Outcome played no part in choosing rows; 8.5% or so of the library scored in one or more.

SMILES | Tau fibril FP | TRb SRC2 PPI | L3MBTL1 block | ALDH1A1 inh | TexasRed fluor | Tau fluor counter | Tau fibril ThT | GLA spleen mod
O=C(NCc1n[nH]c(=S)n1-c1ccccc1)c1ccc(S(=O)(=O)N2CCOCC2)cc1 | 0.5% | 0.2% | -2.6% | 17.8µM* | 3.3% | -2.4% | -3.8% | 12.1%
Cc1ccc(NC(=O)COc2ccc(C3SCCS3)cc2)cc1 | ? | -0.2% | -2.9% | 5.0% | -0.3% | 4.4% | -5.4% | -9.2%
COc1ccc(C)cc1S(=O)(=O)NCCc1ccccc1 | 3.2% | -3.0% | · | 3.4% | -0.2% | -9.0% | -7.3% | -3.2%
Cc1ccc2nc(SCc3cn4cccnc4n3)[nH]c2c1 | -1.0% | -7.5% | 12.6% | -1.7% | -0.3% | -10.0% | -8.6% | 3.2%
Cc1ccc2c(c1)cc1c(=O)[nH]ncn12 | 5.1% | -3.0% | 1.1% | ? | -2.7% | 1.5% | -9.3% | 0.3%
CCOC(=O)c1ccc(NC(=O)CC2S/C(=N/N=C3/NC(=O)CS3)NC2=O)cc1 (stereo unspecified) | -2.2% | -2.1% | · | -4.8% | 2.2% | -4.1% | -6.2% | -1.3%
Cc1ccc(C(=O)N/C(=C\c2ccccc2)C(=O)NCC2CCCO2)cc1 (stereo unspecified) | 10.4% | -17.0% | -0.4% | 1.1% | -2.1% | -1.9% | -0.7% | -17.6%
Cc1ccc(NS(=O)(=O)c2cc(Br)cc3c2N(C(=O)C2CC2)CC3)cc1C | -1.5% | 1.8% | · | · | -0.8% | -3.8% | 5.8% | ·
CCOC(=O)C1CSC(CC(=O)Nc2ccc(OC(F)(F)F)cc2)C(=O)N1 (stereo unspecified) | 1.3% | 7.6% | 6.1% | 2.4% | 1.8% | -10.1% | -7.6% | 4.5%
C/C(=N\N1C(=O)CSC1=S)c1ccc(Br)cc1 | -10.1% | 5.2% | -8.0% | 25.1µM* | 7.8% | -11.2% | ? | 4.3%
Cc1nc2c(C(=O)NCc3ccc4c(c3)OCO4)cnn2c(C)c1Cc1ccc(F)cc1Cl | -1.6% | -13.2% | 7.7% | ? | 0.2% | -3.3% | -7.6% | 20.8%
COc1ccc(-n2c(=O)cc(N3CCc4ccccc43)[nH]c2=O)cc1 | -11.9% | -23.1% | -19.8% | -1.9% | -3.8% | -6.6% | -6.3% | 21.1%
O=C(NCc1ccccc1)c1nnc(Cc2cccc(F)c2)o1 | -1.7% | -10.9% | · | · | -0.1% | 6.0% | 1.0% | ·
O=C(c1ccc(-c2nnc(-c3ccccc3)o2)cc1)N1CCCCCC1 | -5.5% | -2.3% | -2.5% | -9.0% | -2.5% | -17.8% | -10.9% | -2.5%
CCCC(C(=O)c1ccccc1)n1cncn1 (stereo unspecified) | 1.0% | -12.0% | · | 0.6% | -1.8% | -10.6% | -7.8% | 14.9%
O=C(CSc1nnnn1C1CC2CCC1C2)Nc1ccnc2ccccc12 (stereo unspecified) | -13.5% | -5.6% | -3.1% | 2.51µM* | -1.0% | -21.1% | -2.5% | 5.1%
CCCc1cc(NC(=O)CCl)n(-c2ccccc2)n1 | 7.8% | 5.2% | 4.2% | 0.891µM* | -1.1% | 3.9% | -4.3% | -0.7%
O=c1c2ccccc2nnn1CSc1ncnc2ccccc12 | 0.7% | -3.8% | -7.3% | 4.4% | 1.6% | -0.2% | -9.4% | -5.2%
CCOC(=O)N1CCN(S(=O)(=O)c2cc([N+](=O)[O-])c(C)cc2C)CC1 | 2.7% | -4.9%[53 µM] | -17.3% | 1.3% | -1.1%[53 µM] | 1.7% | 5.1% | 2.6%
O=C(NNC(=O)c1ccccc1[N+](=O)[O-])c1ccco1 | -0.4% | 10.7% | 21.2% | -0.6% | -0.8% | -1.2% | 1.1% | -3.7%
COc1cc(/C=C(/NC(=O)c2ccccc2Cl)C(=O)O)cc(OC)c1OC | -2.6% | 4.9% | 3.0% | 1.3% | 1.0% | -6.3% | -9.9% | -2.1%
Clc1cccc(Nc2nc(-c3cccnc3)cs2)c1 | -3.8% | 7.0% | -24.5% | ? | -0.8% | 0.1% | 3.2% | 10.9%
COc1ccccc1C(=O)NCC(=O)OCC(=O)c1ccc2c(c1)-c1ccccc1C2 | -1.0% | -3.1% | -4.5% | -6.3% | 4.2% | -4.6% | ? | 3.8%
CN(CC(=O)N1CCN(Cc2ccccc2)CC1)S(=O)(=O)c1cccc2nsnc12 | -3.0% | -0.9% | · | -2.2% | -6.1% | -5.9% | -5.5% | -19.0%
Cc1cc(=O)oc2c(CN3CCC(C)CC3)c(O)c(Cl)cc12 | 5.1% | -27.5% | 31.6µM* | ? | 1.8% | -3.8% | -1.4% | ?
NS(=O)(=O)c1ccc(CCNC(=O)COC(=O)CC(c2ccccc2)c2ccccc2)cc1 | 4.5% | 3.1% | 2.6% | 4.8% | -0.4% | -6.7% | 1.6% | -9.9%
O=[N+]([O-])c1cccc(-c2cn(-c3ccccc3)c(=S)[nH]2)c1 | 13.4% | -1.8% | · | -10.5% | 1.3% | -10.1% | -12.5% | -1.0%
CCCCN1/C(=C/c2ccc3ccccc3[n+]2CC)Sc2ccccc21 | -6.7% | -3.2% | -18.9% | ? | -0.6% | -0.5% | 14.1µM* | -13.8%
CCC(=O)N(CCC(c1ccccc1)c1ccco1)Cc1cccs1 (stereo unspecified) | -4.3% | 8.9% | 1.7% | 8.91µM* | 2.7% | -13.9% | ? | -1.9%
COc1cccc(C(=O)CSc2nc3ccccc3n2CC(=O)N2CCOCC2)c1 | 5.5% | -5.4% | -4.0% | ? | -0.7% | -5.9% | -11.5% | 3.9%

Single records (already shown). Order of values: Tau fibril FP, TRb SRC2 PPI, L3MBTL1 block, ALDH1A1 inh, TexasRed fluor, Tau fluor counter, Tau fibril ThT, GLA spleen mod
O=C(c1ccc(-c2nnc(-c3ccccc3)o2)cc1)N1CCCCCC1 reads -5.5%, -2.3%, -2.5%, -9.0%, -2.5%, -17.8%, -10.9%, -2.5%
COc1cccc(C(=O)CSc2nc3ccccc3n2CC(=O)N2CCOCC2)c1 reads 5.5%, -5.4%, -4.0%, ?, -0.7%, -5.9%, -11.5%, 3.9%
CCOC(=O)N1CCN(S(=O)(=O)c2cc([N+](=O)[O-])c(C)cc2C)CC1 reads 2.7%, -4.9%[53 µM], -17.3%, 1.3%, -1.1%[53 µM], 1.7%, 5.1%, 2.6%

Remaining list, next part:
SMILES | Tau fibril FP | TRb SRC2 PPI | L3MBTL1 block | ALDH1A1 inh | TexasRed fluor | Tau fluor counter | Tau fibril ThT | GLA spleen mod
CCCC[C@@H]1CN2[C@H](c3ccc(Br)cc3)[C@H](C)CC[C@H]2C(=O)O1 | -10.6%[11.6 µM] | -4.8%[11.2 µM] | · | -2.3%[13.5 µM] | -3.8%[11.2 µM] | -5.9%[11.6 µM] | -4.4%[11.5 µM] | 9.0%[17.5 µM]
Cc1cccc(NC(=O)Cn2c(=O)ccc3cc(S(=O)(=O)N4CCCC4)ccc32)c1C | -5.9% | -2.4% | · | · | -1.9% | -9.2% | -10.5% | ·
Cc1ccc(CCN2CC(C(=O)NC3CCCC3)CC2=O)cc1 (stereo unspecified) | -4.2% | -2.9% | 5.7% | -5.3% | 0.7% | 1.3% | 2.4% | 0.9%
CCCC1C2C(=O)N(c3ccccc3)C(=O)C2ON1c1ccccc1 (stereo unspecified) | 2.9% | 1.3% | · | -11.8% | -0.6% | -7.3% | -2.5% | 5.4%
O=C(c1ccc2nc(N3CCOCC3)sc2c1)N1CCN(C(=O)c2ccco2)CC1 | 11.7% | -1.6% | · | ? | -5.0% | -3.8% | -6.6% | -2.9%
COc1ccc(C)c2sc(N(Cc3cccnc3)C(=O)COc3ccccc3)nc12 | -7.7% | -1.0% | · | · | 0.3% | -20.3% | -11.5% | ·
O=C(Nc1nc(-c2ccc(Cl)cc2Cl)cs1)c1ccc(OCC2CCCO2)cc1 (stereo unspecified) | -1.9% | 2.1% | -7.7% | ? | 1.0% | -20.7% | -12.7% | -8.5%
Cc1ccc2oc(=O)n(Cc3ccccc3Cl)c2c1 | -3.1% | 4.5% | · | · | -2.3% | -19.8% | -11.3% | ·
Cc1ccc(S(=O)(=O)N2CCCOC2CNC(=O)C(=O)NCc2ccncc2)cc1 (stereo unspecified) | -7.2% | -3.6% | -2.9% | ? | -0.4% | -6.2% | -6.6% | 4.0%
O=C(O)c1cc(C(=O)C2CC2)c[nH]1 | 2.3% | 2.0% | · | 9.0% | -1.5% | 5.8% | -4.0% | 2.0%
O=C(Nc1c(F)cccc1F)c1cnc(N2CCN(c3ccccn3)CC2)c2ccccc12 | -6.8% | 7.5% | · | ? | 2.8% | -28.4% | ? | -4.4%
Oc1c(CN2CCN(c3ccccc3)CC2)cc(Br)c2cccnc12 | 1.0% | -1.2% | · | 1.7%[13.5 µM] | -3.7% | -12.9% | -13.6% | 0.4%
Cc1ccc(CNC(=O)c2cc(-c3ccc(C)cc3)nc3n[nH]c(-c4cccc([N+](=O)[O-])c4)c23)cc1 | 1.5% | 0.1% | · | · | 1.4% | -10.6% | 4.4% | ·
Cc1c(NC(=O)COC(=O)c2ccccc2Cl)c(=O)n(-c2ccccc2)n1C | 3.2% | 4.1% | ? | 0.9% | -0.8% | 4.8% | 0.5% | -3.1%
O=C1NCCCC1C(=O)NCCN1C(=O)CCC1=O (stereo unspecified) | -1.2% | 1.7% | -5.0% | 9.7% | -0.1% | 5.1% | 5.8% | -2.4%
CCCCC[C@H](O)/C=C/C=C\C/C=C\C=C\[C@@H](O)CCCC(=O)O | -6.8% | -1.6% | · | 3.4% | -2.1% | -10.7% | -13.9% | -3.6%
CCn1cc(C(=O)NCCCOC)c2cc(OC)c(OC)cc2c1=O | 6.4% | -2.5% | -6.2% | 3.6% | 0.2% | 7.5% | 3.0% | -0.9%
CC(C)CNC(=O)c1cccc(NC(=O)Cc2ccc(Br)cc2)c1 | -4.0% | 1.8% | 11.0% | -4.1% | -0.7% | -3.1% | 1.6% | -2.3%
CCn1ccc2c(OCC(=O)NCc3ccc(F)cc3)cccc2c1=O | -16.8% | 1.4% | · | · | 0.7% | -15.0% | -10.4% | ·
